PPARg SRC-1 ag: PPARgamma agonists recruiting SRC-1 coactivator, primary screen, biochemical | PPARgamma-SRC-1 coactivator recruitment biochemical assay | activation, % at 8 µM | hit rate 0.41% among 200,000; in the data active = activation above about 19%;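 note: 0% = DMSO and 100% = reference agonist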
Lmaj promast: Leishmania major promastigote growth inhibition, primary screen | Leishmania major promastigotes, resazurin fluorescence viability | inhibition, % at 10 µM | hit rate 9% among 200,000 | AID 1063, 2008; in the data active = inhibition above about 50%;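 note: promastigotes grown with compound for 44 hours at 28 °C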
bIAP inhibitor: bovine intestinal alkaline phosphatase inhibitors, primary screen, selectivity assay for TNAP inhibitor project, biochemical, bovine IAP, CDP-star luminescence | 190,000 tested, under 10 active | alkaline phosphatase, intestinal [Bos taurus] | inhibition, % at 20 µM | AID 1019, 2008 | purified bovine IAP, 30 min;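 active = over 50% inhibition of intestinal alkaline phosphatase at 20 µM in the single-dose screen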
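Assay system – bovine IAP enzyme · Quantity – bovine IAP at 1/65,000,000 final dilution · Detection – CDP-star luminescence signal · Times – 30 min reaction at room temperature · Also added – CDP-star substrate at 30 µM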
TR-FRET SRC-2 ct: TR-FRET signal artefacts, primary screen, artefact control for PPARgamma SRC-2 agonist project, biochemical; TR-FRET artefact counter-screen; hits give high values; TR-FRET ratio at 8 µM; hit rate 0.4% among 200,000; in the data active = TR-FRET ratio above about 2000; note: inactives centre near 1500
bIAP activator: bovine intestinal alkaline phosphatase activators, primary screen, biochemical, bovine IAP, CDP-star luminescence; purified bovine IAP, 30 min; hits give high values; fold of DMSO-control signal, blank-subtracted; activation factor at 20 µM; hit rate 0.17% among 200,000; AID 1016, 2008;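 active = activation factor of 2 or more at 20 µM, a signal rise over negative controls twice the positive control's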
S1P3 antagonist: S1P3 receptor antagonists, primary screen, cell-based; hit rate 0.27% among 170,000; inhibition, % at 4.98 µM; CHO S1P3 NFAT-BLA reporter, FRET fluorescence, antagonist mode;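 active = inhibition above the plate cutoff, the mean inhibition of test wells on that plate plus 3 SD, cut at about 28% in these data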;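 note: cells challenged with S1P at its EC80 of 0.8 µM; blue over green emission ratio from cleaved BLA substrate after 4 h stimulation; 0% = S1P-stimulated wells and 100% = unstimulated DMSO-only wells; some compounds past the cut are filed as inactive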
TLR4 MyD88 comp: inhibitors of TLR4-MyD88 association in cells, primary screen, cell-based, HeLa CL3-4, BLA complementation, FRET ratio; inhibition, % at 8.4 µM; HeLa CL3-4 TLR4/MyD88 BLA complementation; hit rate 0.18% among 200,000; in the data active = inhibition above about 25%;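 note: 0% = vehicle and 100% = reference inhibitor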
ROMK primary: ROMK potassium channel modulators, primary screen, cell-based, thallium flux, MLSMR library | hit rate 2% among 130,000 | AID 1918, 2009 | Tet-inducible ROMK, thallium flux fluorescence; actives lie on both sides | B-score at 10 µM;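 active = signal ratio slope over the read window, or its plate-corrected B-score, at least 3 SD from the plate mean, either direction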;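 note: B-score of the F/F0 ratio slope over 7 to 12 s after thallium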
PPARg SRC-2 ag: agonists of PPARg-SRC-2 recruitment, primary screen, biochemical, HTS; Peroxisome proliferator-activated receptor gamma (Homo sapiens), P37231; PPARgamma LBD-SRC-2 recruitment; activation, % at 8 µM; hit rate 0.34% among 200,000; AID 1032, 2008; in the data active = activation above about 22%;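 note: 0% = vehicle and 100% = reference agonist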
DTT redox prof: compounds producing H2O2 with reducing agent – biochemical, NIH compound library profiling, artefact control for MLSCN library redox annotation, primary screen. hit rate 0.03% among 200,000. AID 878, 2007. DTT-dependent redox cycling H2O2, phenol red/HRP absorbance; 100% = 100 µM peroxide control, 0% = buffer. activation, % at 10 µM;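 active = activation of at least 50% relative to the plate's high and low controls in the primary single-dose screen; inactive = activation below 50%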;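 note: compound incubated with DTT at 0.8 mM final as the reducing agent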
PPARg SRC-3 ag: PPARgamma agonists recruiting SRC-3 coactivator, primary screen, biochemical; AID 731, 2007; hit rate 0.26% among 200,000; biochemical PPARgamma/SRC-3 coactivator recruitment assay; Peroxisome proliferator-activated receptor gamma (Homo sapiens), P37231; activation, % at 8 µM; in the data active = activation above about 23%;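 note: 0% = DMSO and 100% = reference agonist; some compounds past the cut are filed as inactive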
An asterisk follows results filed as active; . = not tested or not shown.

SMILES,PPARg SRC-1 ag,Lmaj promast,bIAP inhibitor,TR-FRET SRC-2 ct,bIAP activator,S1P3 antagonist,TLR4 MyD88 comp,ROMK primary,PPARg SRC-2 ag,DTT redox prof,PPARg SRC-3 ag
O=[N+]([O-])c1ccc(-c2cc(-c3ccc(Cl)cc3)n[nH]2)cc1,9,-1,22,1583,0.8,.,-1,.,3,-0.3,8
CCN(CC)CCNC(=O)CCCCCn1c(=O)[nH]c2cc(C(=O)OC)ccc2c1=O,-6,1,-6,1461,1.1,.,3,0.17,-2,-0.2,-1
COCCCN=C1NN=C(c2cc(C)n(-c3ccccc3F)c2C)CS1,11,25,-14,1733,1.1,-11,-15,1.7,-5,0.7,3
COc1ccc(NC(=O)CCCn2c(=O)[nH]c3ccccc3c2=O)cc1,8,10,8,1545,0.9,-5,8,0.66,3,0.4,10
CCCCS(=O)(=O)Nc1ccc(C(=O)NCC2CCCO2)cc1 (stereo not drawn),-1,-8,2,1498,1,18,6,.,-3,2.1,-10
Cc1onc(-c2ccccc2Cl)c1C(=O)NCc1cccnc1,2,-8,8,1554,0.9,22,0,.,1,-2.2,5
COc1ccc(C(=O)NC(=S)N2CCCc3ccccc32)cc1OC,-8,4,-6,1443,1.1,-16,-11,0.5,-6,-0.5,0
COc1ccccc1C1C(C(N)=O)=C(C)Nc2nc(-c3ccc(Cl)cc3)nn21 (stereo not drawn),3,2,-9,1478,1.1,-46,-6,.,-6,-0.9,2
O=C(c1ccncc1)N1C2C=CC(C2)C1(C(F)(F)F)C(F)(F)F (stereo not drawn),-3,5,5,1573,0.9,-22,6,.,4,0.1,0
Cc1c(C2=CCN(S(=O)(=O)c3ccc(Cl)cc3)CC2)c2ccccc2n1C,-2,55*,11,1497,0.9,-9,3,0.043,-2,0.3,-1
C[N+]1(CCOc2ccc([N+](=O)[O-])cc2)CCOCC1,-2,-3,5,1444,1,.,0,-0.063,0,2.4,-6
CCOC(=O)Cc1c(C)nc2cc(C)nn2c1C,-4,0,5,1476,1,.,1,.,7,1.3,-9
Cc1cccc(C(=O)Nc2nnc(-c3ccc(C(C)(C)C)cc3)s2)c1,0,5,0,1426,1,.,0,-1,-5,-3.5,-1
COc1ccc(N(CC(O)Cn2cnc3ccccc32)S(=O)(=O)c2ccc(C)cc2)cc1 (stereo not drawn),0,4,14,1568,0.9,20,-1,-0.96,-1,-0.6,1
C=CCOC(=O)C1C(=O)CC(C)(O)C(C(=O)OCC=C)C1c1ccc(OC)cc1 (stereo not drawn),3,0,-1,1448,1,1,1,1.2*,2,-0.1,1
O=C1Nc2c(c(=O)[nH]c(=O)n2-c2ccccc2)C1(Nc1ncccn1)C(F)(F)F (stereo not drawn),6,-6,8,1508,0.9,-23,-7,.,7,-0.4,4
Cc1cc(S(=O)(=O)NCc2cccnc2)ccc1-n1cnnn1,-2,-8,17,1474,0.8,-30,-6,.,5,1.9,5
COc1cccc(-c2ccc(C#N)c(SCC(=O)NCCc3cccc(Cl)c3)n2)c1,11,-1,19,1982*,0.8,.,14,.,21,1.9,17
Nc1ccccc1S(=O)(=O)NC1=NCCCCC1,-6,6,1,1366,1,14,-8,0.91,-9,-0.2,-2
CC(C)=CC(=O)Nc1nnc(C(C)C)s1,0,-4,-4,1489,1,.,3,.,2,2.3,6
O=C(O)c1ccc(NS(=O)(=O)c2ccc3c(c2)C(=O)c2ccccc2C3=O)cc1,-4,-8,7,1274,0.9,1,-8,-0.016,-8,-1.4,2
CCC(=O)NC(Nc1nc(C)cs1)(C(=O)OC)C(F)(F)F (stereo not drawn),4,-4,-3,1823,1,-8,-2,0.33,7,0.6,0
O=C1NC(c2ccccc2)=NC1(Nc1ccccn1)C(F)(F)F (stereo not drawn),2,-1,-7,1685,1.1,-16,-20,0.83,4,-0.7,3
Cc1c(-c2ccco2)[n+](=O)c2c(n1[O-])CCCCC2,1,-3,10,1653,0.9,.,-1,.,0,-1.2,-1
CCN(CC#CCC(O)(c1ccccc1)c1ccccc1)C(C)C,-2,87*,-29,1477,1.3,9,-8,0.11,8,-0.5,1
C1CCN(c2nc3nonc3nc2N2CCCCC2)CC1,-1,6,11,1552,0.9,19,-13,.,-3,-0.7,2
CCOC(=O)NC(=O)COC(=O)Cc1cc(OC)c(OC)c(OC)c1,6,1,6,1551,0.9,-34,0,-0.29,9,0.1,2
CN1CCN(C(=S)NC(=O)/C=C/c2cccc3ccccc23)CC1,2,10,11,1560,0.9,.,-20,0.69,8,-0.1,15
CCOC(=O)C1C(=O)OC(C)(C)C1C(C)C(=O)c1ccc(C)cc1C (stereo not drawn),-7,12,0,1491,1,-8,1,0.05,1,0.2,0
COc1ccc(S(=O)(=O)NCc2ccc3c(c2)OCO3)cc1C,1,-2,.,1580,0.5,.,-7,.,-7,0.8,-1
Cc1cc(C)cc(C(=O)N(NC(=O)Nc2ccc(Cl)cc2)C(C)(C)C)c1,4,98*,-3,1362,1,.,3,.,-3,-3.2,-2
CCOC(=O)C1CCN(C(c2cccnc2)c2c(NC(=O)c3ccco3)sc(C)c2C)CC1 (stereo not drawn),5,93*,-13,1328,1.1,16,-9,-1.3,-4,0.0,1
COc1cc(OC)cc(C(=O)N2CCN(C(=O)c3ccc(-c4ccccc4)cc3)CC2)c1,-1,6,-9,1508,1.1,-5,-13,-0.48,2,0.3,-2
Cc1cc(N(CN2CCCC2=O)C(=O)c2ccc(F)cc2)no1,13,-2,-2,1603,1,-35,-3,0.95,0,-2.5,1
O=C(Nc1ccc(S(=O)(=O)N2CCOCC2)cc1)c1ccc(Br)o1,3,-6,6,1589,0.9,-15,2,.,3,2.2,3
Cc1cc(NC(=O)CCCC(=O)N(CC(=O)NCCc2ccccc2)Cc2ccc(F)cc2)no1,2,0,-3,1538,1,5,0,.,6,1.9,2
O=C(CSC1=NCCN1)Nc1cccc(C(F)(F)F)c1,-5,20,43,1374,0.6,-7,-3,.,7,1.6,2
O=C(NCCc1ccccc1)c1cnc2ccccn2c1=O,3,-5,2,1523,1,.,-7,.,5,0.7,5
COc1ccc(Cc2n[nH]c(=S)n2N)cc1OC,2,-6,22,1452,0.8,-20,6,-0.71,1,0.5,-2
O=C(C1CCCO1)N1CCN(Cc2c(O)ccc3ccccc23)CC1 (stereo not drawn),-2,-2,-13,1672,1.1,.,7,0.29,8,-1.5,11
CCOc1ccc(N(CC(=O)NC2CCCCC2)S(=O)(=O)c2c(C)noc2C)cc1,7,-5,12,1392,0.9,34,-7,.,12,-0.2,14
CCCc1nnc(NC(=O)CNc2ccc(F)cc2)s1,1,4,9,1466,0.9,22,0,-0.058,-9,-0.2,-19
COc1ccc(-c2cc(C(=O)NN)[nH]n2)cc1OC,-8,0,-18,1393,1.2,-22,6,0.83,-4,-0.4,-4
CCC(=O)Nc1nnc(SCCN2CCOCC2)s1,5,38,.,1628,0.4,-8,-3,2.3,-5,0.5,3
CCCCN(C)C(=O)c1nc2ccccn2c1CN1CCN(c2ccccn2)CC1,-8,0,-18,1567,1.2,1,4,0.4,-3,-0.5,-3
CCC(=O)N1CCCc2cc(S(=O)(=O)N3CCCc4ccccc43)ccc21,1,31,-1,1609,1,22,0,-2.2,-1,-0.8,9
CC1CCCCC1NC(=O)C1CC=CCC1C(=O)O (stereo not drawn),-4,55*,7,1374,0.9,-5,7,-0.39,0,-0.1,-1
COc1cc(C)c(-c2[nH]ncc2-c2csc(C)n2)c(O)c1,0,-1,-1,1553,1,7,14,-0.46,10,-0.7,2

Compounds listed so far with fluorine:
SMILES,PPARg SRC-1 ag,Lmaj promast,bIAP inhibitor,TR-FRET SRC-2 ct,bIAP activator,S1P3 antagonist,TLR4 MyD88 comp,ROMK primary,PPARg SRC-2 ag,DTT redox prof,PPARg SRC-3 ag
COCCCN=C1NN=C(c2cc(C)n(-c3ccccc3F)c2C)CS1,11,25,-14,1733,1.1,-11,-15,1.7,-5,0.7,3
O=C(c1ccncc1)N1C2C=CC(C2)C1(C(F)(F)F)C(F)(F)F (stereo not drawn),-3,5,5,1573,0.9,-22,6,.,4,0.1,0
O=C1Nc2c(c(=O)[nH]c(=O)n2-c2ccccc2)C1(Nc1ncccn1)C(F)(F)F (stereo not drawn),6,-6,8,1508,0.9,-23,-7,.,7,-0.4,4
CCC(=O)NC(Nc1nc(C)cs1)(C(=O)OC)C(F)(F)F (stereo not drawn),4,-4,-3,1823,1,-8,-2,0.33,7,0.6,0
O=C1NC(c2ccccc2)=NC1(Nc1ccccn1)C(F)(F)F (stereo not drawn),2,-1,-7,1685,1.1,-16,-20,0.83,4,-0.7,3
Cc1cc(N(CN2CCCC2=O)C(=O)c2ccc(F)cc2)no1,13,-2,-2,1603,1,-35,-3,0.95,0,-2.5,1
Cc1cc(NC(=O)CCCC(=O)N(CC(=O)NCCc2ccccc2)Cc2ccc(F)cc2)no1,2,0,-3,1538,1,5,0,.,6,1.9,2
O=C(CSC1=NCCN1)Nc1cccc(C(F)(F)F)c1,-5,20,43,1374,0.6,-7,-3,.,7,1.6,2
CCCc1nnc(NC(=O)CNc2ccc(F)cc2)s1,1,4,9,1466,0.9,22,0,-0.058,-9,-0.2,-19

Compound activity as filed in PubChem.
